NSD2 inh = blocks human histone methyltransferase NSD2; O96028; NSD2 peptide methylation, AlphaScreen, 120 min; inhibition, % at 12.5 µM; 310,000 compounds, 0.54% hits; AID 743445; in the data active = inhibition above about 50%
CAL PDZ FP-1 = human CAL PDZ-peptide interaction inhibition; AID 504414; inhibition, % at 20 µM; 330,000 compounds, 0.02% hits; purified CAL PDZ, TMR-peptide fluorescence polarization, 1 h;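 active = highest replicate inhibition of at least 40%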;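 note: plate controls were DMSO neutral control wells for no effect and unlabeled competitor peptide control wells for full effect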
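material = purified tagged CAL PDZ domain construct (CerCALP) | compound dosing = 20 µM, one dose | times = 1 h at RT | measured by = fluorescence polarization from S- and P-plane intensities, G-factor corrected | read-out = inhibition from polarization loss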
SR-BI DiI inh = mouse SR-BI HDL lipid transfer inhibition. Q61009. ldlA[mSR-BI] CHO cells, DiI-HDL uptake fluorescence, 3 h. inhibition, % at 12.5 µM. 320,000 compounds, 0.96% hits. AID 488896;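 active = mean replicate inhibition of at least 70% and a set share of replicates each scoring 70 or more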;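 note: 0% = median of neutral control wells and 100% = median of positive control wells; values of inactives mirror those of a sister screen read the other way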
dFosB activator = activators of mouse delta FosB homodimer; activation, % at 25 µM; 340,000 compounds, 0.99% hits; P13346; purified delta FosB, TAMRA-CDK5 oligo fluorescence polarization; percent of positive-control signal above neutral wells; AID 493131;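 active = mean activation above about 17%, with every replicate also reaching it, limit read from the data, passing the limit was not always enough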;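 note: fluorescence polarization rise as delta FosB binds a TAMRA Cdk5 AP-1 oligo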
Target sequence (P13346 whole entry, looked up): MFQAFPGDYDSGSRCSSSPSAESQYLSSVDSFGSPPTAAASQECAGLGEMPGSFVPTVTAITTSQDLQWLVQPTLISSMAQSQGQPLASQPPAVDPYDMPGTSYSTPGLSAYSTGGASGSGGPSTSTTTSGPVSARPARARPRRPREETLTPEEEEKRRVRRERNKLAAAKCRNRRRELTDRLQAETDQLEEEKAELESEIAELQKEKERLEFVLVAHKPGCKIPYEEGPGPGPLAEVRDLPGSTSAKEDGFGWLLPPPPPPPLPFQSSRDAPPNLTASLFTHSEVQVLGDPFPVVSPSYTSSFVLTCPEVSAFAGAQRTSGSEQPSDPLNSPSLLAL
CAL PDZ FP-2 = blocks peptide binding to the human CAL PDZ domain. Q9HD26. purified CAL PDZ, TMR-peptide fluorescence polarization, 1 h. inhibition, % at 24.9 µM. 300,000 compounds, 0.92% hits. AID 602252;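 active = mean inhibition of at least 30% with at least half of replicates also reaching 30%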;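 note: 0% = DMSO neutral control and 100% = excess unlabeled competitor peptide PRC23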
SR-BI DiI-HDL act = activators of SR-BI mediated HDL lipid uptake. CHO ldlA[mSR-BI] cells, DiI-HDL uptake fluorescence, 3 h; 100 = double the neutral-control signal. activation, % at 12.5 µM. 320,000 compounds, 0.096% hits;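 active = mean replicate activation of at least 60% and every replicate at or above 60%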;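 note: 0% = median plate neutral-control signal and 100% = twice that signal; values of inactives mirror those of a sister screen read the other way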
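Test system: SR-BI-overexpressing, LDLR-lacking CHO cells; Also added: labelled HDL, 10 µg/mL; Measured by: bottom-read cell fluorescence after medium removal, ex 550/em 595 nm; Timing: 3 h uptake period with compound, 37 °C; Buffer or medium: F12, 0.5% BSA, 25 mM HEPES; Doses: single compound concentration, delivered by pin transfer.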
MITF TRPM1 HTS = MITF TRPM1 promoter activation in melanoma cells. SK-MEL-5 TRPM1-promoter luciferase, 24 h; % of positive control, neutral wells = 0. activation, % at 12.5 µM. 300,000 compounds, 0.75% hits. AID 588334;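 active = mean activation of at least 80% with every replicate also reaching 80%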;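 note: 0% = neutral control wells and 100% = parthenolide positive control wells; values of inactives mirror those of a sister screen read the other way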
PvdQ inh = P. aeruginosa PvdQ acylase inhibition; purified PvdQ acylase, fluorescence plate reader; inhibition, % at 10 µM; 340,000 compounds, 0.063% hits; in the data active = inhibition above about 30%, passing the limit was not always enough;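 note: 0% = vehicle neutral wells and 100% = reference inhibitor wells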
Rtt109 HAT inh = inhibitors of Candida albicans Rtt109/Vps75 histone acetyltransferase. Q5AAJ8. purified Rtt109/Vps75, ThioGlo CoA-SH fluorescence, 4 h. inhibition, % at 34.9 µM. 330,000 compounds, 0.16% hits. AID 540336;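 active = inhibition of at least 50% in every replicate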
Target sequence (Q5AAJ8 whole entry, looked up): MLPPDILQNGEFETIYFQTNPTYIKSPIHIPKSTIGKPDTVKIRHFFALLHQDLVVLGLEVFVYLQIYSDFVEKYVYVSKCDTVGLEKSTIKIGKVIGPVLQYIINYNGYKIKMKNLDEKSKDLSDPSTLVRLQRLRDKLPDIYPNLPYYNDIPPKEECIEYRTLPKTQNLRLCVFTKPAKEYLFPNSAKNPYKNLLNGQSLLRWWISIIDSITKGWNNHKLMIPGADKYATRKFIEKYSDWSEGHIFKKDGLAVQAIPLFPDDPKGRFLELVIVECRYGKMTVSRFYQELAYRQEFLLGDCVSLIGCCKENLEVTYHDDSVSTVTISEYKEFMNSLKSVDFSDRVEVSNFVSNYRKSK
PfHsp90 set2 = reduces growth (ATP signal) of yeast expressing P. falciparum Hsp90; 310,000 compounds, 0.32% hits; AID 504621; S. cerevisiae expressing PfHsp90, BacTiter-Glo ATP, 48 h; yeast lacking PDR1 and PDR3 efflux regulators; inhibition, % at 9.4 µM;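 active = every replicate shows inhibition above about 80%, whatever the replicate mean, limit read from the data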;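 note: 0% = DMSO neutral controls and 100% = 20 µM radicicol positive controls; yeast relying on Plasmodium falciparum Hsp90 in place of its own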
An asterisk follows results filed as active; . = no result given.

| entry | SMILES | NSD2 inh | CAL PDZ FP-1 | SR-BI DiI inh | dFosB activator | CAL PDZ FP-2 | SR-BI DiI-HDL act | MITF TRPM1 HTS | PvdQ inh | Rtt109 HAT inh | PfHsp90 set2 |
| --- | --- | --- | --- | --- | --- | --- | --- | --- | --- | --- | --- |
| 1 | Cc1ccc(-c2cc(C(F)F)nc(S(C)(=O)=O)n2)cc1 | 0 | -2.6 | -1 | -17 | 0 | 1 | -33 | -14 | -6 | 8 |
| 2 | Cc1cc(C)n(-c2ccc(C(=O)OCC(=O)Nc3ccc(Cl)c(S(=O)(=O)N(C)C)c3)cc2)n1 | 20 | -3.0 | 21 | -14 | . | -21 | -6 | -4 | 4 | 20 |
| 3 | CCOc1ccc(CN(C)C(=O)c2cc3ccccc3o2)cc1OC | 2 | -3.1 | . | -3 | -4 | . | -10 | -7 | -8 | -11 |
| 4 | Cc1oc(-c2ccccc2F)nc1CS(=O)(=O)CC(=O)NCCCN1CCc2ccccc2C1 | . | -0.8 | 7 | -5 | 3 | -7 | -12 | -20 | -2 | 9 |
| 5 | CCC(C)(NC(=O)c1ccc(=O)[nH]c1)C(=O)NC1CCCC1 (stereo unspecified) | . | 0.1 | -11 | 0 | . | 11 | -6 | -1 | -11 | 4 |
| 6 | O=C(CNS(=O)(=O)c1ccc(Br)cc1)N1CCN(c2ccc(F)cc2)CC1 | 18 | 0.0 | 20 | -4 | -11 | -20 | 5 | -9 | 10 | -18 |
| 7 | CC(=O)Nc1ccc(Nc2nc3ccccc3n3cnnc23)cc1 | -1 | 0.7 | -12 | 9 | 4 | 12 | 9 | -10 | 0 | 48 |
| 8 | Cc1cccnc1CCNC(=O)CCc1nnc(-c2ccccc2)o1 | -1 | 1.0 | -14 | -2 | 9 | 14 | 3 | 9 | 4 | 9 |
| 9 | CC(C)(Oc1ccc(Cl)cc1)C(=O)OCc1nc2ccsc2c(=O)[nH]1 | 0 | -1.8 | -27 | -2 | -1 | 27 | 7 | -6 | -1 | . |
| 10 | C=CCNc1cnn(-c2ccc(C)cc2)c(=O)c1Cl | 24 | 0.1 | -7 | -13 | 82* | 7 | 108* | -7 | -15 | -33 |
| 11 | O=C(c1ccco1)N1CCN(C(=O)c2ccc(Cn3cc(Br)cn3)o2)CC1 | -1 | -0.8 | -9 | 0 | -2 | 9 | -13 | -12 | -6 | 24 |
| 12 | CC(=O)C1=C(C)Nc2ncnn2C1c1ccc(C)cc1 (stereo unspecified) | -1 | 1.0 | 1 | 3 | -4 | -1 | 9 | 3 | 3 | 7 |
| 13 | Cc1ccc2c(c1)c(C1=NC(=S)NC1=O)c(O)n2C | 3 | -0.9 | 6 | -11 | 30* | -6 | -2 | -19 | 4 | 2 |
| 14 | COc1ccccc1N1CC(C)(C)C(=O)N(C(=O)c2ccc(C)cc2)C1=S | . | 0.2 | -5 | -6 | -14 | 5 | -6 | -14 | -1 | 9 |
| 15 | CCOC(=O)Cc1csc(NC(=O)CSc2nnc(-c3ccc(F)cc3)o2)n1 | . | -2.2 | 31 | 2 | . | -31 | 13 | -12 | -6 | 6 |
| 16 | Cc1cc(C)cc(OCC(=O)OCC(=O)NCc2cccs2)c1 | -1 | -1.3 | -15 | 0 | 4 | 15 | -3 | 4 | 7 | 0 |
| 17 | CC(C)Cc1nc(C#N)c(N2CCC(C(N)=O)CC2)o1 | -1 | -0.7 | 30 | -3 | 4 | -30 | -8 | -16 | 7 | 10 |
| 18 | COc1ccc(OC)c2c1cc(C(=O)N[C@@H](Cc1ccccc1)C(=O)O)n2C | 6 | 0.3 | -9 | 4 | -19 | 9 | 1 | -4 | 10 | 15 |
| 19 | COc1cc(-c2cc(C(=O)OCC(=O)NC3CC3)c3ccccc3n2)cc(OC)c1OC | 21 | -2.1 | 68 | -3 | 1 | -68 | -21 | 4 | -3 | 2 |
| 20 | C/C(=N/OCc1ccc(Br)cc1)c1ccccn1 | -13 | -1.4 | 17 | -4 | 0 | -17 | 117* | 11 | 0 | -25 |
| 21 | CC(C)(C)c1nc(SCC(=O)NCc2ccco2)c2ccccc2n1 | 1 | 0.3 | 10 | -3 | 0 | -10 | . | -1 | 10 | -9 |
| 22 | Cc1ccccc1C(=O)Nc1ccccc1C(=O)N/N=C\c1ccco1 | 17 | -2.7 | 6 | -8 | 2 | -6 | -4 | -12 | 5 | 32 |
| 23 | CCN1CCN(S(=O)(=O)c2ccc(Cl)c(C(=O)NC3CCC(C)CC3)c2)CC1 (stereo unspecified) | 0 | -0.1 | -23 | -7 | . | 23 | 4 | -11 | 6 | -3 |
| 24 | COc1ccc(C(=O)Nc2cccc(-c3nc4ncccc4o3)c2C)cc1 | -1 | -1.3 | 22 | 3 | -2 | -22 | 0 | 1 | -1 | -5 |
| 25 | CN1/C(=C\C(=O)C[n+]2cccc(Br)c2)C(C)(C)c2ccccc21 | 4 | -0.6 | -18 | 0 | -1 | 18 | -18 | -9 | 0 | 29 |
| 26 | CC(C)[C@H]1COCCS(=O)(=O)N1Cc1ccccc1-c1ccc(C(C)(C)C)cc1 | . | -1.8 | -16 | 2 | -3 | 16 | 3 | -18 | -6 | -24 |
| 27 | COc1ccc(OC)c(/C=C/C(=O)Nc2ccc(OC)nc2)c1 | -2 | -3.5 | 48 | -9 | -3 | -48 | 14 | 13 | -20 | 16 |
| 28 | O=C1CN(C(=O)/C=C/c2ccccc2)CCN1 | . | 0.3 | 8 | 7 | -1 | -8 | 2 | 0 | 5 | -4 |
| 29 | CC(C)OCC1CC(CC(=O)Nc2ccc([N+](=O)[O-])cc2)C(=O)O1 (stereo unspecified) | -2 | 0.4 | -14 | -6 | -4 | 14 | -4 | 1 | -1 | 1 |
| 30 | CCC(CC)C(=O)Nc1cccc(C(=O)Nc2nnc(C)s2)c1 | -1 | -1.3 | 18 | -9 | -2 | -18 | 0 | 6 | 12 | 6 |
| 31 | CCC(CC)NCCOC(=O)c1ccc([N+](=O)[O-])cc1 | 16 | 0.5 | -9 | 4 | -2 | 9 | -8 | -11 | 1 | 7 |
| 32 | Cc1cccc(N2C(=O)CC(Sc3nccc(C)n3)C2=O)c1 (stereo unspecified) | -6 | . | 6 | 3 | -2 | -6 | 5 | -14 | -3 | -3 |
| 33 | COCCN1C(=O)N(c2cccc(C)c2)C(=O)C1CC(=O)Nc1cc(OC)cc(OC)c1 (stereo unspecified) | -2 | -0.3 | 1 | -7 | -2 | -1 | 1 | -5 | -4 | 3 |
| 34 | O=C(Oc1ccc(Cl)cc1)N1CCOCC1 | -6 | -0.8 | -10 | -6 | . | 10 | 1 | -14 | 7 | 22 |
| 35 | COc1ccc(OC)c(N(C)S(=O)(=O)c2cc3c(cc2C)NC(=O)CO3)c1 | . | -0.9 | -10 | -11 | . | 10 | . | -9 | 0 | -20 |
| 36 | CCOC(=O)C1=NNC(C(=O)c2ccccc2)C1c1ccc(C)cc1 (stereo unspecified) | 0 | -0.6 | -1 | -7 | 59* | 1 | 7 | -12 | -5 | 14 |
| 37 | COc1ccc(-c2nc(CS(=O)(=O)CC(=O)NCCCc3ccccc3)c(C)o2)cc1 | 23 | -3.1 | 62 | -2 | 4 | -62 | -3 | -9 | -6 | -4 |
| 38 | CC(NC(=O)C1CCN(S(=O)(=O)c2ccc3nc4c(c(C(=O)O)c3c2)CCCC4)CC1)c1ccccc1 (stereo unspecified) | -1 | -1.7 | . | -1 | -3 | . | -2 | 1 | 1 | -14 |
| 39 | O=C(COC(=O)c1ccc(S(=O)(=O)N2CCCC2)cc1)Nc1cccc(Cl)c1 | -1 | -0.4 | -7 | -1 | -4 | 7 | -5 | -9 | -9 | 11 |
| 40 | C#Cc1cccc(C(=O)N2CCCC(Nc3cccc(F)c3)C2)c1 (stereo unspecified) | 1 | -0.6 | -4 | -3 | . | 4 | -7 | -5 | -1 | -4 |
| 41 | CCN1CCN(S(=O)(=O)c2cccc([N+](=O)[O-])c2)CC1 | -6 | 0.3 | -12 | 0 | -4 | 12 | -11 | -16 | 0 | 11 |
| 42 | COc1cc(CC(=O)OCC(=O)Nc2cc(S(=O)(=O)N3CCCC3)ccc2Cl)cc(OC)c1OC | 28 | 0.5 | 0 | -4 | -5 | 0 | . | 4 | 4 | 2 |
| 43 | O=c1c2[nH]c3cccc(Cl)c3c2ncn1CC1CCCO1 (stereo unspecified) | -107 | -1.3 | . | 2 | 1 | . | 6 | -9 | 1 | -9 |
| 44 | Cc1cccc(C)c1NC(=O)C1CCCN1C(=O)NCc1ccccc1 (stereo unspecified) | 0 | -2.4 | . | 3 | 2 | . | -7 | -16 | -7 | -13 |
| 45 | Cc1ccc(S(=O)(=O)N(C)C)cc1NC(=O)CN1C(=O)NC2(CCCCCCC2)C1=O | -1 | -1.0 | 10 | -6 | -5 | -10 | 3 | 1 | 12 | 11 |
| 46 | CCS(=O)(=O)n1nc(-c2ccccc2)nc1N | -4 | -5.4 | -25 | -4 | -1 | 25 | -4 | -6 | -3 | -21 |
| 47 | Cc1ccccc1N=C1NC(=O)/C(=C/c2cccn2-c2cccc(C(=O)O)c2)S1 | 80* | -1.2 | -1 | -8 | 0 | 1 | 11 | -15 | 4 | -46 |
| 48 | O=C(c1ccco1)N1CCN(c2ccc([N+](=O)[O-])cc2F)CC1 | 5 | -0.4 | 12 | -6 | -4 | -12 | 13 | 5 | -2 | -11 |
| 49 | CC1CCN(S(=O)(=O)c2cccc(C(=O)Nc3nccs3)c2)CC1 | 5 | -1.0 | -2 | -7 | 0 | 2 | -7 | -16 | 4 | 21 |
| 50 | Cc1cc(F)ccc1S(=O)(=O)Nc1ncnc2sc3c(c12)CCC3 | -3 | -0.2 | -9 | -4 | -1 | 9 | -7 | -12 | -4 | 0 |
| 51 | Cc1cc(NC(=O)CSc2nnc(NC(=O)C3CC(=O)N(c4ccccc4)C3)s2)no1 (stereo unspecified) | -3 | -1.3 | 4 | 0 | 0 | -4 | -10 | -12 | -6 | -16 |
| 52 | CCCCCOc1ccc(C(=O)NCC2(c3ccccc3)CCOCC2)cc1 | 3 | -3.0 | 1 | -13 | . | -1 | -2 | 2 | 10 | -16 |
| 53 | C=CCOC(=O)C1=C(C)NC(=O)NC1C1CC=CCC1 (stereo unspecified) | 3 | -1.3 | . | -18 | -1 | . | 1 | -16 | -1 | -4 |
| 54 | CCOC(=O)CCC(=O)N1CCOCCN(C(=O)CCC(=O)OCC)CCOCC1 | -2 | -1.3 | -4 | -10 | 0 | 4 | -11 | -7 | 1 | 14 |
| 55 | CN1C(=O)CC(=O)N(C)c2cc(S(=O)(=O)N(C)Cc3ccccc3)ccc21 | . | -4.0 | 8 | 3 | 0 | -8 | 12 | -10 | -6 | 10 |
| 56 | O=C(/C=C/c1ccccc1)Nc1ccc(Br)cn1 | -1 | -1.1 | 32 | 23* | -1 | -32 | 37 | -4 | -3 | 10 |
| 57 | COc1ccc(NC(=S)NNC(=S)Nc2cccc(C(F)(F)F)c2)cc1 | 4 | 0.0 | 54 | 12 | -5 | -54 | . | -3 | 2 | -7 |
| 58 | COc1ccc(CCNC(=O)N[C@@H](Cc2ccccc2)C(=O)O)cc1 | 6 | 0.1 | . | 3 | 0 | . | 4 | -5 | -18 | 24 |
